Screening results deposited in PubChem BioAssay by National Center for Advancing Translational Sciences (NCATS).
TGFb inhibitor – qHTS for Inhibitors of TGF-b; Potency, µM (doses to about 46.1 µM), inactives show top-dose activity, negative = inhibition, actives largely listed as inhibitors; AID 588855, 2011; 410,000 compounds, 1.2% hits; HepG2 CAGA-GFP TGF-b/SMAD3 reporter, GFP fluorescence, 18 h; TGF-beta stimulated, 500 pg/mL final; further: on the % scale 0 is the no-effect control and ±100 the full control effect; nearly all actives have a fitted effect of over 65% in size
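HEPG2 CAGA-GFP reporter cells (1000/well, DMEM with 1% FBS) received compounds, then recombinant TGF-beta at 500 pg/mL final for 18 hours at 37 degrees C. Per-cell GFP summed per well was normalised to unstimulated and stimulated DMSO controls before curve fitting.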
A549 viability – Nrf2 qHTS screen for inhibitors: counterscreen for cytotoxicity; Potency, µM (highest dose often 46 µM), for inactives: at the highest dose activity change, negative = cytotoxicity, usual class: inhibitors; 390,000 compounds, 0.16% hits; A549 ARE-Fluc cells, CellTiter-Fluor viability, 18-24 h; further: on the % scale 0 is the no-effect control and ±100 the full control effect
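Cytotoxicity counterscreen: CellTiter-Fluor fluorescence was measured in A549 ARE_Fluc cells after 18-24 h of compound exposure in a concentration series. The subsequent BugLite luminescent read reports ARE-luciferase activity.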
MCF10A rerep – A quantitative high throughput screen for small molecules that induce DNA re-replication in MCF 10a normal breast cells. MCF 10A DNA re-replication, Hoechst nuclear intensity, 48 h. Potency, µM (series often up to 46.1 µM), without a hit: at the highest dose activity, positive = re-replication, most hits filed as activators. 350,000 compounds, 2.9% hits. AID 624296, 2012; further: % of control where 0% means no effect; nearly all actives have a fitted effect of over 50% in size
EPAC2 antagonist – qHTS for Antagonist of cAMP-regulated guanine nucleotide exchange factor 2 (EPAC2): primary screen. Potency, µM (series often up to 114 µM), for the others: at the highest dose activity, negative = inhibition, most hits filed as inhibitors. Rap guanine nucleotide exchange factor 4 (Homo sapiens), Q8WZA2. 360,000 compounds, 0.18% hits. AID 720708, 2013. EPAC2 GEF exchange of Rap1B-BODIPY-GDP, fluorescence; further: on the % scale 0 is the no-effect control and ±100 the full control effect; nearly all actives have a fitted effect of over 45% in size; many of its hits are not listed in these tables
Target sequence (Q8WZA2 whole entry, looked up): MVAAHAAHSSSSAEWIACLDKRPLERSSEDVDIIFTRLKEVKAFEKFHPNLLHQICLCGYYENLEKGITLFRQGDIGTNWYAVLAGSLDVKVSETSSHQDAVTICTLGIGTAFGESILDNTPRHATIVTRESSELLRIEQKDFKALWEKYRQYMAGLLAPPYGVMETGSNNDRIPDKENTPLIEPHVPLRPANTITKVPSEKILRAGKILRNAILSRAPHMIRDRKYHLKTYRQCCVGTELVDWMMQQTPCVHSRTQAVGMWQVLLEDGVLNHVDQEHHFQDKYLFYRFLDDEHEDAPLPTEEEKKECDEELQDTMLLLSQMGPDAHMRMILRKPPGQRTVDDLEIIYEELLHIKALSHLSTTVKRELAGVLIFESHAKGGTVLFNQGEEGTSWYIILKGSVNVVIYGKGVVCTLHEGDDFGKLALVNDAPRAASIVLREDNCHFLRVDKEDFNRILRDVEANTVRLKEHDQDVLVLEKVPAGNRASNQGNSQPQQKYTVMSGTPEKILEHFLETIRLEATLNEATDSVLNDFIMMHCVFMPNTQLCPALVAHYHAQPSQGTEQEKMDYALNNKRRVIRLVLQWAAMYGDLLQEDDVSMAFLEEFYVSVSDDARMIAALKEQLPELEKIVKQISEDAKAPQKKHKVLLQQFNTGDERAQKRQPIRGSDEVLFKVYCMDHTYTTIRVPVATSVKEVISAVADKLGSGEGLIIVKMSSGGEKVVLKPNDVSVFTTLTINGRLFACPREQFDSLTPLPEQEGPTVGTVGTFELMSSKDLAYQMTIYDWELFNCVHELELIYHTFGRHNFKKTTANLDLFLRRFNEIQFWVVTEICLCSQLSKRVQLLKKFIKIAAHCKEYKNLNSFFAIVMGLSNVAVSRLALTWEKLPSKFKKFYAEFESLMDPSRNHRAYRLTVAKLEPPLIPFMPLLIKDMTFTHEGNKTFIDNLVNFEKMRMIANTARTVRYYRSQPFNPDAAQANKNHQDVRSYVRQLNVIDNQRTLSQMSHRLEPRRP
HepG2 viability – qHTS for Inhibitors of TGF-b: Cytotox Counterscreen | HepG2 CAGA-GFP viability, ATP luminescence, 18 h | Potency, µM (highest dose often 46.1 µM), for the others: top-dose activity change, negative = cytotoxicity, actives largely listed as cytotoxic | 410,000 compounds, 0.76% hits | AID 588856, 2011; further: some results filed as inactive show a strong effect at the top dose
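HepG2 CAGA-GFP cells (1000/well, DMEM with 1% FBS) received compound, then TGF-beta at 500 pg/mL final, and were incubated 18 hours at 37 degrees C. Viability was read by CellTiter-Glo luminescence. Media-only wells were set as complete cell-killing and DMSO as no toxicity.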
Nrf2 activator – qHTS of Nrf2 Activators | Potency, µM (top dose mostly 46.1 µM), for the others: top-dose activation, usual class: activators | 410,000 compounds, 0.31% hits | AID 624171, 2012 | AREc32 ARE-luciferase reporter (MCF7-derived line), luminescence, 24 h; further: % of control where 0% means no effect; nearly all actives have a fitted effect of over 65% in size
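Cells of the AREc32 ARE-luciferase line are plated in OPTI-MEM containing 5% FBS and left overnight at 37 deg C. Compounds are pinned in, incubation continues 24 hr, and firefly luciferase signal is then measured.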
S2 tox – Viability Counterscreen for Primary qHTS for Inhibitors of ATXN expression. S2 cells (HEK-293 line with an ATXN2-luciferase reporter) viability, CellTiter-Fluor protease fluorescence, 24 h. Potency, µM (doses to about 56.7 µM), most hits filed as cytotoxic. 400,000 compounds, 0.49% hits; further: nearly all actives have a fitted effect of over 40% in size
Nrf2 inh – Nrf2 qHTS screen for inhibitors; AID 504444, 2011; 360,000 compounds, 2.1% hits; Potency, µM (doses to about 46 µM), without a hit: at the highest dose activity change, negative = inhibition, usual class: inhibitors; A549 ARE-Fluc reporter, luciferase luminescence, 18-24 h; further: on the % scale 0 is the no-effect control and ±100 the full control effect; nearly all actives have a fitted effect of over 60% in size
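Reporter: ARE-Fluc in A549. Exposure: 18-24 h, 37 °C, 5% CO2, 5% FBS OPTI-MEM. Readouts: fluorescent cytotoxicity (CellTiter-Fluor), then luminescent Nrf2 signal after BugLite.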
ATXN2 expr inh – Primary qHTS for Inhibitors of ATXN expression; HEK-293 ATXN2-luciferase reporter, luminescence, 24 h; 360,000 compounds, 0.72% hits; AID 1745845, 2022; Potency, µM (top dose mostly 57 µM), without a hit: at the highest dose activity change, negative = inhibition, actives largely listed as inhibitors; further: on the % scale 0 is the no-effect control and ±100 the full control effect; nearly all actives have a fitted effect of over 55% in size
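qHTS (up to 57 uM final) was run with 24 h compound exposure of reporter cells at 37 °C. Each well was multiplexed: SteadyGlo luminescence measured ATXN2-luciferase expression after a fluorogenic Gly-Phe-AFC viability readout (25 uM final).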
* hit, by the source's call; i = inactive; ? = inconclusive; . = no result given; & = joins results of further samples; [ ] = another dose, or the depositor's remark. The call rests on the fitted dose curve; in most records, active means well fitted curve in the direction sought with a large enough effect; inconclusive means small, poorly fitted or top-dose-only effect, or another doubt; inactive means no such curve, though single readings can be large; an effect the other way counts as inactive or inconclusive. Potency means the concentration at half of the fitted maximal effect. An excerpt; rates above refer to the full screens.

SMILES	TGFb inhibitor	A549 viability	MCF10A rerep	EPAC2 antagonist	HepG2 viability	Nrf2 activator	S2 tox	Nrf2 inh	ATXN2 expr inh
CCc1nnc(NC(=O)CS(=O)(=O)c2ccccc2)s1	-6%	1%	0%	1%	6%	-0.8%	i	3%	8%
CC(=O)c1ccccc1C(=O)N1CCCC(CCC(=O)N2CCN(c3ccccn3)CC2)C1 (stereo not drawn)	-16%	6%	13%	-5%	-1%	0.1%	i	2%	-7%
CCOc1ccccc1-n1nnc(-c2nsc(NC(=O)c3ccc(C)cc3)n2)c1C	?	0%	.	.	-42%	-0.1%	.	?	.
Cc1cccc(-c2nnn3c2nc(NCCc2ccc(S(N)(=O)=O)cc2)c2ccccc23)c1	-7%&1%	0%&3%	5.2µM*	-3%	-32%&-5%	4.1%&3.7%	i	21%&-29%	13%&-29%
CCOC(=O)c1c(NC(=O)CN(C)C)sc(C(=O)N(CC)CC)c1C	-1%	-2%	-4%	11%	-11%	0.3%	i	-17%	2%
C=CCNC(=S)N/N=C/c1ccc(-c2cccc([N+](=O)[O-])c2)o1	0%	-10%	10%	2%	-16%	0.1%	?	-25%	-4%
CCN(CC(=O)Nc1c(F)cccc1F)C(=O)c1ccc(N2CCCC2=O)cc1	2%	-2%	15%	2%	2%	-0.3%	i	-15%	2%
COc1c(O)cccc1/C=N/NC(=O)Cn1ccnc1C	0%	1%	-5%	1%	1%	-0.9%	i	-1%	.
S=C(NCCc1ccccc1)Nc1ccccc1	-25%	3%	-10%	3%	-11%	0.2%	i	-5%	54%[activator]
O=S(=O)(CCN1CCCCC1)Oc1ccc(Cl)cc1Cl	-16%	0%	?	-2%	-2%	3.1%	i	7%	6%
O=C1Nc2ccccc2Oc2cc(Oc3ccccc3)ccc21	?	0%	.	.	-35%&-26%	3.4%	.	1%	.
COc1ccc(NC(=O)CC2SC3=NCCN3C2=O)cc1 (stereo not drawn)	21%	-3%	-4%	6%	-2%	-0.3%	i	14%	-8%
COC(=O)NNC(=O)c1ccc(Cl)cc1Cl	1%	-11%	?	6%	17%	-0.4%	?	7%	-22%
COc1ccc(CC(=O)Nc2cccc(C)n2)cc1OC	?	9%	5%	1%	22%	0.9%	i	-10%	-4%
CCCNc1nc2c(c(=O)n(C)c(=O)n2C)n1CCC(C)C	-18%	-20%	-3%	-1%	-2%	3.3%	i	9.2µM*	-1%
CC(=O)N1CCC(O)(c2cccc(C(F)(F)F)c2)CC1	-4%	6%	?	12%	-3%	0.0%	i	5%	0%
CC(C)Oc1ccc(C(=O)N2CCN(c3nc4c(F)cc(F)cc4s3)CC2)cc1	-24%	1%	.	.	-22%	0.5%	i	.	3%
COc1ccc(-c2nn(-c3ccccc3)cc2C(=O)Nc2ccc(C(=O)O)cc2)cc1	-15%	3%	33%	-3%	-45%	-0.4%	i	2%	0%
CCOC(=O)c1cnc2ccccc2c1Nc1cccc(C(=O)O)c1	-4%	-3%	-41%[inhibitor]	20%	0%	0.5%	i	5%	-5%
CCOC(=O)c1c(C)n(-c2ccccc2)c2ccc(OC(=O)c3c(F)cccc3F)cc12	0%	5%	.	.	-10%	0.7%	i	15%	7%
O=C(Nc1ccc(F)cc1F)C1(c2cccs2)CCOCC1	-4%	2%	8%	-1%	-4%	0.2%	i	-16%	4%
O=C(Nc1cccc2ccccc12)N1CCOCC1	-2%	1%	4%	7%	-7%	-0.2%	i	-1%	1%
CC(=O)Oc1ccccc1-c1nc(/C=C/c2ccccc2)no1	-5%	0%	-5%	-2%	2%	11µM*	i	?	72%[activator]
CCN1CCCC1CNCc1cccc(OC)c1OCc1ccccc1F (stereo not drawn)	-5%	6%	-5%	10%	-30%	-0.1%	i	2%	-11%
Cc1ccccc1C(=O)Nc1ccc(CN2CCOCC2)cc1	-5%	12%	5%	18%	-12%	1.8%	i	4%	2%
Cc1cc(NC(=O)CCC(=O)N(CC(=O)NC2CCCC2)c2ccc(F)cc2)no1	0%	3%	0%	1%	5%	0.1%	i	2%	-13%
CCOC(=O)N(C)[C@H]1C[C@H]2c3[nH]c4ccccc4c3CCN2C[C@H]1[C@H](C)O	-19%	.	.	10%	1%	8.7%	.	.	16%
COc1ccc(C2=NS(=O)(=O)N(C)C(C(=O)N3CCOCC3)=C2)cc1	-5%	-3%	3%	-10%	-12%	0.0%	i	1%	4%
CCNc1nc(Oc2ccc(C(=O)OCC)cc2)nc(SC)n1	-2%	-1%	330%[0.0737 µM]	0%	4%	-0.1%	i	5%	-14%
CCOC(=O)Cc1csc(NC(=O)CN2C(=O)c3ccccc3C2=O)n1	-11%	-8%	4%	-5%	6%	-0.2%	i	-5%	-2%

Single records (already shown). Screens in order: TGFb inhibitor | A549 viability | MCF10A rerep | EPAC2 antagonist | HepG2 viability | Nrf2 activator | S2 tox | Nrf2 inh | ATXN2 expr inh
CCOC(=O)N(C)[C@H]1C[C@H]2c3[nH]c4ccccc4c3CCN2C[C@H]1[C@H](C)O in the list: -19% | . | . | 10% | 1% | 8.7% | . | . | 16%
CC(C)Oc1ccc(C(=O)N2CCN(c3nc4c(F)cc(F)cc4s3)CC2)cc1 in the list: -24% | 1% | . | . | -22% | 0.5% | i | . | 3%
CCN1CCCC1CNCc1cccc(OC)c1OCc1ccccc1F (stereo not drawn) in the list: -5% | 6% | -5% | 10% | -30% | -0.1% | i | 2% | -11%
COc1ccc(C2=NS(=O)(=O)N(C)C(C(=O)N3CCOCC3)=C2)cc1 in the list: -5% | -3% | 3% | -10% | -12% | 0.0% | i | 1% | 4%

(continued)
SMILES	TGFb inhibitor	A549 viability	MCF10A rerep	EPAC2 antagonist	HepG2 viability	Nrf2 activator	S2 tox	Nrf2 inh	ATXN2 expr inh
O=C(Nc1ccc(SC(F)(F)F)cc1)c1ccccn1	-4%	1%	5%	2%	-51%	4.7%	i	?	0%
O=S(=O)(/C=C/c1ccccc1)NCc1ccccc1Cl	13%	4%	1%	-17%	20%	-1.9%	.	0%	-14%
O=C(COC(=O)CNC(=O)c1ccc(Cl)cc1)Nc1ccc2c(c1)OCCO2	-12%	-3%	8%	8%	12%	-0.7%	?	17%	-12%
O=C(NCC(=O)N1CCC2(CC1)NCCc1[nH]cnc12)c1ccccc1F	25%	3%	-2%	-2%	4%	0.6%	i	-23%	6%
COc1ccc(CCNC(=O)Cn2nnc(-c3cccc(OC)c3OC)n2)cc1OC	-7%	19%	17%	-6%	-14%	2.8%	i	?	2%
CCCCNC(=O)c1ccc2c(c1)NC(=O)C(CS(=O)(=O)Cc1ccc(C)cc1)N2 (stereo not drawn)	-12%	0%	.	.	-29%	-0.2%	.	22%	.
Cc1nn(C2CC(O)C(O)C(CO)O2)c(=O)[nH]c1=O (stereo not drawn)	?	13%	-6%	-6%	-27%	2.4%	i	13%	-21%
O=C(NCCc1csc(-c2ccc(F)cc2)n1)c1cccc(F)c1	?	15%	.	.	-36%	0.5%	?	.	28µM*
Cc1csc(NC(CO)c2nc3ccccc3n2CCOCCO)n1 (stereo not drawn)	0%	18%	1%	23%	-19%	0.1%	i	14%	4%
C=CCn1c(-c2cccc3ccccc23)n[nH]c1=S	-19%	-12%	-3%	4%	-1%	-0.8%	.	-22%	.
COc1ccc(C(=O)N2CCN(C(=O)c3ccncc3)CC2)cc1	-18%	3%[1.84 µM]	-9%	13%	3%	-0.6%	i	1%	2%
Cc1ccccc1NC(=O)c1ccc(NC(=O)N2CCSc3ncccc32)cc1	-13%	-2%	.	.	-3%	4.0%	.	7%	.
CC(=O)c1ccc(Nc2ccc3cc(S(=O)(=O)N4CCCC4)ccc3n2)cc1	-3%	-4%	.	.	-35%	13%	?	-8%	-10%
Cc1ccc(C)c(NS(=O)(=O)c2cc(C(=O)NCc3ccco3)ccc2C)c1	-10%	-2%	0%	-9%	-5%	-0.3%	i	-9%	-7%
Cc1cccc(OCc2nnc(SCC(=O)O)n2Cc2ccccc2)c1	32%	1%	3%	-3%	-1%	0.8%	i	-11%	-3%

With a hit mark in Nrf2 activator (from the list above):
canonical_smiles | EPAC2 antagonist | Nrf2 activator
CC(=O)Oc1ccccc1-c1nc(/C=C/c2ccccc2)no1 | -2% | 11µM*

The list goes on:
SMILES	TGFb inhibitor	A549 viability	MCF10A rerep	EPAC2 antagonist	HepG2 viability	Nrf2 activator	S2 tox	Nrf2 inh	ATXN2 expr inh
CCc1ccc(C(=O)c2cn(CC(=O)Nc3ccc(OC)c(OC)c3)c3ccc(C)cc3c2=O)cc1	-31%	-1%	.	.	0%	-0.2%	i	-13%	9%
C/C(=N\NC(=O)CC#N)C1COc2ccccc2O1 (stereo not drawn)	-4%	-10%	7%	9%	10%	0.1%	i	1%	10%
COc1cccc(N2CCN(C(=O)CN3CCSc4ccc(S(=O)(=O)N(C)C)cc43)CC2)c1	23%	-1%	.	.	-12%	-1.3%	i	.	4%
Cc1cc(C)cc(OCc2nnc(N)s2)c1	-11%	0%	-1%	8%	3%	-0.4%	i	?	-20%
O=S1(=O)CCN(C2CCCC2)CC1	-3%	.	.	2%	-21%	-0.2%	i	.	.
CC(NC(=O)CN(C)S(=O)(=O)c1cccc2nsnc12)c1ccccc1 (stereo not drawn)	-2%	-1%	6%	3%	8%	-0.5%	i	0%	-5%
Cc1ccc(C(=O)NCCCn2ccnc2)cn1	0%	-7%	-5%	15%	0%	-0.6%	i	8%	9%

By substructure, the entries above containing a thiophene ring, fused or not
SMILES	TGFb inhibitor	A549 viability	MCF10A rerep	EPAC2 antagonist	HepG2 viability	Nrf2 activator	S2 tox	Nrf2 inh	ATXN2 expr inh
CCOC(=O)c1c(NC(=O)CN(C)C)sc(C(=O)N(CC)CC)c1C	-1%	-2%	-4%	11%	-11%	0.3%	i	-17%	2%
O=C(Nc1ccc(F)cc1F)C1(c2cccs2)CCOCC1	-4%	2%	8%	-1%	-4%	0.2%	i	-16%	4%
